Screening data: PubChem BioAssay, several laboratories
Exocytosis inh: lytic granule exocytosis inhibition; TALL-104 LAMP-1 surface exposure, flow cytometry; cells stimulated with thapsigargin and PMA; inhibition, % at 10 µM; actives 0.66% (n = 360,000); AID 651702;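 active = inhibition above about 55%, limit read from the data; inconclusive = no clear call, values can overlap the other calls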
ABHD5 PLIN5 PPI: ABHD5-PLIN5 protein interaction inhibition; actives 0.78% (n = 360,000); Q00G26+Q8WTS1; inhibition, % at 4 µM; AID 602281; Split G. princeps luciferase complementation, luminescence, 4 h;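 active = inhibition above the mean inhibition across every tested compound plus 3 SD, cut at about 22% in these data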;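 note: 0% = DMSO only wells and the 100% control is not disclosed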
Target sequence (Q00G26 whole entry, looked up): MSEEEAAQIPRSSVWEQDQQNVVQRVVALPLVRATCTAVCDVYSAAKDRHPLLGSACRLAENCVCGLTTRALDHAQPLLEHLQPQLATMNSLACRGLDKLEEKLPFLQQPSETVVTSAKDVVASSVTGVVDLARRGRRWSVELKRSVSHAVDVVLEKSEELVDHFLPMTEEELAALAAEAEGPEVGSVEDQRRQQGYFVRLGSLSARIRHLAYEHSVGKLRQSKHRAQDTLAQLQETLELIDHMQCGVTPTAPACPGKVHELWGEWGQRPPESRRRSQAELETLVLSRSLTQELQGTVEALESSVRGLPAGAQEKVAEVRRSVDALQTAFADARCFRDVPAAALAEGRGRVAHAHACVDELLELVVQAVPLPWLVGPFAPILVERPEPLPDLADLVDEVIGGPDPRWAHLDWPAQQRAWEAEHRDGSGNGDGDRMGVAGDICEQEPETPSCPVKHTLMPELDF
Target sequence (Q8WTS1 whole entry, looked up): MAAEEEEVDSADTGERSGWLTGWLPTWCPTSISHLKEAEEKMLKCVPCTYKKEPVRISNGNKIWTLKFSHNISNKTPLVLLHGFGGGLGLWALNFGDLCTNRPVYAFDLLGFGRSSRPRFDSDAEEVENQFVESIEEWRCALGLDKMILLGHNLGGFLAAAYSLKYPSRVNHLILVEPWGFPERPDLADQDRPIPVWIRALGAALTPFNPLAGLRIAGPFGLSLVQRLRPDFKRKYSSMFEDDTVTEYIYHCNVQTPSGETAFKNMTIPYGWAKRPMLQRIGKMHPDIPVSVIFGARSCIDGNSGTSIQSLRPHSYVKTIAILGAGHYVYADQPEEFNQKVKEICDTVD
HTR2A ag: mouse HTR2A agonism via beta-arrestin recruitment | P35363 | CHO-K1 mHTR2A beta-arrestin complementation, luminescence; percent of 30 µM serotonin response | activation, % at 7.6 µM | actives 0.66% (n = 360,000) | AID 624169;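 active = activation above a run cutoff, the mean activation of all tested compounds plus 3 SD, cut at about 14% in these data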;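 note: 0% = plate median of compound wells and 100% = 30 µM serotonin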
hiPSC survival: enhancers of human iPSC single-cell survival. hiPSC single-cell survival, ATPlite luminescence; 100% = ROCK inhibitor wells, 0% = DMSO. survival enhancement, % at 20 µM. actives 0.044% (n = 360,000); in the data active = survival enhancement above about 18%;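 note: cells exposed to compounds for 16 hours before the ATP read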
Glyco luc inh: blocks N-linked glycosylation in D54 reporter cells; D54 ERlucT glycosylation luciferase reporter, 24 h; percent of 100 nM tunicamycin response; reporter increase, % at 12.5 µM; actives 0.23% (n = 360,000); AID 588692;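 active = mean luciferase reporter signal, scaled so untreated is 0 and the glycosylation-blocking control 100, at or above a set limit in every replicate; inconclusive = mean reaches the limit but not every replicate does; inactive = mean below the limit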;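 note: luciferase carries N-glycosylation sites so blocking glycosylation raises the light; 0% = median of neutral control wells and 100% = median of 100 nM tunicamycin wells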
MC4R antag cAMP: human MC4R antagonism in cAMP assay; inhibition, % at 6.5 µM; actives 0.48% (n = 360,000); MC4R-expressing cells, MTII-stimulated cAMP, LANCE TR-FRET; P32245;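 active = inhibition above its plate's cutoff, the mean of tested wells on that plate plus 3 SD, cut at about 29% in these data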;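 note: 0% = Melanotan II alone and 100% = Melanotan II plus saturating MCL0020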
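Assay system: U2OS-MC4R stable cell line; Also added: Melanotan II; Technique: Eu-cAMP/anti-cAMP TR-FRET, emission 671 nm; Times: 30-min compound, 1-h challenge, 1-h detection, room temperature.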
Cardio protect: modulators protecting cardiomyocytes from myocardial damage | actives 0.63% (n = 360,000) | AID 588492 | H9c2 cardiomyocytes, H2O2 injury protection, ATPLite, 2 h | protection from H2O2 cell death, % at 20 µM;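 active = compounds giving at least 50% protection of heart cells from peroxide-induced death in the single-dose screen, raw or plate-pattern-corrected value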;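 note: 0% = DMSO wells with peroxide and 100% = DMSO wells without peroxide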
MC4R ag barr: activates human MC4R beta-arrestin recruitment | P32245 | U2OS MC4R beta-arrestin complementation, luminescence; percent of melanotan II response, DMSO zero | activation, % at 8.9 µM | actives 0.98% (n = 360,000) | AID 540308;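 active = activation above a per-plate cutoff, the mean activation of sample wells on that plate plus 3 SD, cut at about 8% in these data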
aDG glyco act: increases alpha dystroglycan glycosylation; actives 0.22% (n = 360,000); AID 624168; activation, % at 10 µM; Pro5-aDG cells, alpha-DG glycosylation AlphaScreen (IIH6); 0% Pro5, 100% B10-LARGE cell signal;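 active = activation of at least 8% versus controls, or a plate z-score of at least 8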;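 note: Pro5 are CHO cells carrying HIG-tagged alpha-DG that lacks glycosylation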
ABCB6 inh MLPCN: human ABCB6 transporter inhibition. fluorescence ratio to DMSO, % at 10 µM. Q9NP58. actives 0.19% (n = 360,000). K562-ABCB6 porphyrin accumulation, flow cytometry, 1 h; active compounds read low;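 active = fluorescence ratio to DMSO below 75%, the collection mean minus 3 SD; inconclusive = too few cells collected in the well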;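 note: signal is porphyrin accumulated inside mitochondria; 100% equals median channel fluorescence of DMSO control wells; lower ratio means ABCB6 inhibition with less porphyrin fluorescence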
An asterisk follows results filed as active; ? = inconclusive; . = no result given.

SMILES	Exocytosis inh	ABHD5 PLIN5 PPI	HTR2A ag	hiPSC survival	Glyco luc inh	MC4R antag cAMP	Cardio protect	MC4R ag barr	aDG glyco act	ABCB6 inh MLPCN
CCN1C(=O)C(=Cc2ccc(N3CCOCC3)o2)C(=O)N(CC)C1=S	0	5	-2	1.6	1	5	0	-3.3	0.0	98
CN1C2c3ccccc3C3C4c5ccccc5C(C31)C(C2[N+](=O)[O-])N4C (configuration not stated)	4	2	-5	-0.6	-1	10	1	2.0	0.1	90
c1cc(CNCCc2ccc3c(c2)OCO3)ccn1	8	-2	2	-0.9	2	10	6	-0.5	-0.2	101
COC(=O)C1=C(c2cccc(OC)c2OC)C[C@@H]2CC[C@H]1N2C(=O)NCc1cccc2ccccc12	-9	-19	-5	-0.9	-1	7	4	-0.7	0.2	95
N#CC(C#N)=C(C#N)c1ccc(Nc2ccccc2)cc1	51	-8	2	1.0	0	-1	-14	-2.1	-0.2	98
C=CCn1c(O)c(C(C)=NCCN2CCN(C(=S)NC)CC2)c(=O)[nH]c1=O	-8	-8	-5	0.9	1	5	3	-2.2	0.0	97
CCC(C)NC(=O)c1c(N)n(CC2CCCO2)c2nc3ccccc3nc12 (configuration not stated)	7	-18	-5	-3.2	.	5	11	-0.9	0.5	81
COc1ccc(-c2nn(CCC#N)cc2C(=O)Nc2ccccc2)cc1OC	-1	5	-1	0.5	1	2	6	0.8	0.0	99
CN(C)c1ccc(/C=C/[N+](=O)[O-])cc1	-11	71*	-3	-3.1	3	-14	14	-0.9	0.3	101
CCCCCN1C(=O)c2ccccc2[C@@]2(C(=O)OCC)Cc3cc(Cl)ccc3[C@@H]12	6	-5	3	-0.8	.	.	.	.	0.0	94
Nc1c(C(=O)NCCCc2ccccc2)c2nc3ccccc3nc2n1Cc1cccs1	16	-36	-3	0.1	0	0	-11	0.1	2.7	108
O=C1NC(=O)C(=Cc2cn(CCOc3ccc4c(c3)OCO4)c3ccccc23)C(=O)N1	1	-12	-5	1.0	-4	2	18	-0.1	0.1	94
CCOC(C(=O)OCC(O)CN(CC)CC)(c1ccccc1)c1ccccc1 (configuration not stated)	5	3	-2	-2.0	-1	1	-1	0.0	-0.1	91
C[C@@H]1CC[C@@]2(NC1)O[C@H]1C[C@H]3[C@@H]4CC=C5C[C@@H](O)CC[C@]5(C)[C@H]4CC[C@]3(C)[C@H]1[C@@H]2C	-7	-2	-4	0.6	-1	13	-6	0.1	0.0	98
Cc1ccc(/C=C2\C(=O)NC(=O)N(CC3CCCO3)C2=O)s1 (configuration not stated)	12	19	0	-0.3	7	3	11	-0.2	-0.1	98
CCOP(=S)(OCC)c1ccc(N(C)C)cc1	0	1	3	-0.7	0	16	1	1.3	-0.2	103
CC(C)c1ccc(NC(=O)CSc2nnc(OC(=O)N(C)C)n2C2CC2)cc1	3	-3	-8	0.0	2	10	-1	-2.0	0.1	104
O=c1[nH]c(=O)n(-c2ccccc2)c(O)c1/C=C1/C(c2ccccc2)=Nc2ccccc21	3	14	-5	-3.6	9	-11	-4	0.1	0.1	94
CC(C)(C)C(=O)N1Cc2cnnn2-c2ccccc2C1C#N (configuration not stated)	-3	4	0	5.2	0	-7	11	-1.7	-0.2	98
S=C(NCCc1ccccc1)N1Cc2cc(N3CCCCC3)ccc2-n2nncc2C1	10	-4	-2	0.9	-1	.	-2	.	-0.1	96
Cn1cccc1/C=C1/C(=O)NC(=O)N(C(C)(C)C)C1=O	3	10	-1	0.5	0	-16	2	-1.8	0.0	96
CCCCC(=O)N/N=C/c1c(O)n(-c2ccccc2)c(=O)[nH]c1=O	-6	10	1	-0.1	0	10	2	-1.0	-0.1	102
CC(=O)O[C@H]1[C@H]2O[C@]23[C@@H]2CC[C@]4(O)C[C@@H](O)CC[C@]4(C)C2CC[C@]3(C)[C@H]1c1ccc(=O)oc1 (some centres not stated)	-5	5	1	-1.9	-19	4	-1	24*	0.1	103
CCN1CCN(c2ccc(NC(=O)C(C)C)cc2Cl)CC1	2	0	2	-1.1	1	-4	0	-0.4	0.0	92
Cc1c(C(c2ccc(Cl)cc2Cl)c2c(O)c3ccccc3oc2=O)c(=O)n(-c2ccccc2)n1C (configuration not stated)	2	2	-1	0.8	-1	6	-2	0.0	0.1	97
Following part:
SMILES	Exocytosis inh	ABHD5 PLIN5 PPI	HTR2A ag	hiPSC survival	Glyco luc inh	MC4R antag cAMP	Cardio protect	MC4R ag barr	aDG glyco act	ABCB6 inh MLPCN
CC12CN3CCN(C1)CC(C)(C3)C2=NN	-2	-2	1	0.1	1	0	0	-2.9	-0.1	100
CCCCC(CC)COC(=O)c1ccccc1C(=O)OCC(CC)CCCC (configuration not stated)	-11	3	3	1.8	-2	3	-9	1.3	-0.1	104
CCc1c(C)nc(N)nc1N1N=C1SCCOc1ccccc1	?	-2	-4	0.1	2	-2	5	-2.3	0.4	98
C/C(=N\N1CCN(C)CC1)c1c(O)n(Cc2ccccc2)c(=O)[nH]c1=O	-1	-6	-3	0.7	0	2	6	0.5	-0.1	101
O=c1[nH]c(=O)n(CCc2ccccc2)c(O)c1C=NCCCn1ccnc1	-3	-1	-2	-0.4	2	12	-5	-1.9	0.2	98
CCC(=O)Nc1ccc(Cl)c(Cl)c1	-1	5	3	3.4	0	0	-12	0.0	-0.1	99
CCc1c(C)nc(N)nc1N1N=C1SCC(N)=O	-1	-5	0	-2.2	3	-2	4	-0.8	-0.1	97
CC(Cc1ccc(O)cc1)NCC(O)c1ccc(O)c(O)c1 (configuration not stated)	66*	-4	2	0.1	3	-1	2	-2.5	-0.1	99
COc1ccc(N2CC2c2ccncc2)cc1 (configuration not stated)	-2	3	10	-0.9	5	-6	0	-2.5	-0.1	93
O=P(c1ccccc1)(c1nc2ccccc2s1)N1CCOCC1 (configuration not stated)	10	11	7	-1.2	2	-1	-3	1.8	0.3	95
CN1CCN(c2ccc(F)cc2N)CC1	2	-2	-4	0.8	-1	18	9	0.0	0.2	90
CN1CCN(Cc2nnc3n2-c2ccc(Cl)cc2C(c2ccccc2)=NC3)CC1	4	17	-4	2.6	2	10	-1	1.4	-0.1	97
COc1ccc(-c2nn(CCC#N)cc2C(=O)Nc2ccccc2Cl)cc1	-7	4	-1	0.5	0	1	7	-1.2	0.0	98
Cc1cc(C)n2nc(SC(C)C(=O)N3CCC4(CC3)OCCO4)nc2n1 (configuration not stated)	-3	4	1	-1.4	-3	16	5	-0.1	0.0	98
CC(=Nc1ccccc1N)c1c(O)n(C)c(=O)n(C)c1=O	-4	3	-5	-0.2	3	0	-1	0.5	-0.1	92
CN1CCN(c2ccc([N+](=O)[O-])c3no[n+]([O-])c23)CC1	29	0	-11	-0.6	-19	-13	-2	1.4	-0.2	115
NC(=O)c1ccsc1NC(=O)COC(=O)Cc1ccccc1	1	3	1	-0.5	-1	-1	-14	1.6	-0.1	101
O=C(O)Cn1cc(C=C2C(=O)NC(=O)NC2=O)c2ccccc21	27	32*	-3	0.9	0	-12	5	-1.1	0.1	98
Clc1ccccc1CNC1CN2CCC1CC2 (configuration not stated)	-2	-6	-3	-0.8	2	3	1	-1.6	0.1	102
CCOC(=O)c1cc(CC)sc1/N=C/c1c(O)[nH]c(=S)[nH]c1=O	1	-11	0	-0.3	0	2	-4	-0.3	0.1	97
COc1ccccc1C(=O)C1CCCN(Cc2cnc(C)s2)C1 (configuration not stated)	2	0	5	-0.4	2	-4	-9	-1.4	0.2	103
CC(C)CCCn1c(O)c(/C=C2/C=CC=N2)c(=O)[nH]c1=O	4	-6	2	1.4	17	-24	29	-2.0	0.0	70*
COc1ccccc1CCNC1CCCC(C)C1 (configuration not stated)	6	3	-6	2.6	2	8	1	-1.4	0.0	94
CC1CN=C(Nc2cccc3ccccc23)S1 (configuration not stated)	-4	3	12	3.3	-2	1	-7	-0.1	0.2	94
CNC(=S)N/N=C1\C2CN3CCN(C2)CC1(c1ccccc1)C3	-2	0	2	2.4	0	-5	4	-0.4	0.1	98
Other entries
SMILES	Exocytosis inh	ABHD5 PLIN5 PPI	HTR2A ag	hiPSC survival	Glyco luc inh	MC4R antag cAMP	Cardio protect	MC4R ag barr	aDG glyco act	ABCB6 inh MLPCN
COC(=O)C1=C(C(=O)OC)SC2(S1)C(C(=O)OC)=C(C(=O)OC)Sc1c2ssc1=O	100*	91*	4	4.2	22	-40	-19	-4.6	-0.4	106
CN(C)c1ccc(/C=C/C=C/c2sc3ccccc3[n+]2C)cc1	-24	5	-2	-0.7	21	3	-10	-1.6	2.8	198
CNC(=O)Oc1cccc2c1OC(C)(C)O2	4	2	0	-0.2	0	-7	12	-2.4	-0.1	96
c1ccc(-c2ccc3c(c2)CNCc2cnnn2-3)cc1	4	1	2	1.7	0	.	3	.	0.0	95
CC(=O)O[C@@H]1CC[C@]2(C)C3CC[C@]4(C)C(=O)[C@H](O)CC4C3[C@@H](OC(C)=O)C[C@H]2C1 (some centres not stated)	-3	4	2	0.3	-3	0	7	-0.2	-0.3	91
COc1cc(/C=N/NP(=S)(c2ccccc2)c2ccccc2)ccc1O	-2	-9	-7	-1.0	2	8	-3	-0.5	0.0	106
O=[N+]([O-])c1ccc(NCCCN2CCOCC2)c2ncccc12	-6	3	-9	1.8	6	-6	0	-4.0	-0.1	98
COc1cccc(C2(C#N)CCN(C)CC2)c1	-1	1	0	-0.2	3	4	-1	-2.0	-0.1	95
c1ccc(CNC2CCCCCCC2)cc1 (tested in a mixture with another compound)	-12	-3	9	0.1	-2	-4	-1	-0.5	0.2	101
CN1CCN(C(=O)COc2ccc(S(=O)(=O)NC3CCCCC3)cc2Cl)CC1	0	2	0	0.1	-3	-3	-9	-3.4	0.9	104
CCOc1ccc(-c2cc(C)[n+](CCO)c(-c3ccc(OCC)cc3)c2)cc1	1	6	8	-0.4	1	4	-14	-2.2	-0.4	86

Only part of the results is shown; count on the stated rates, not on these rows.
